ARNT-TACC3 inh = disrupts binding between human ARNT and TACC3; Q9Y6A5; AlphaScreen His-ARNT PAS-B/GST-TACC3 binding, luminescence; TACC3 fragment carries E629A point mutation; inhibition, % at 9.99 µM; 390,000 tested, 0.66% active;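 active = mean inhibition of replicates at least 50% and at least half of replicates each reaching 50%; inconclusive = half or more replicates reach 50% but mean below 50%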;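 also: 0% = complete ARNT plus TACC3 wells and 100% = ARNT alone without TACC3; many hits fall short of the cut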
RAD52 anneal inh = inhibitors of human RAD52 DNA annealing. 360,000 tested, 0.46% active. P43351. inhibition, % at 18.7 µM. recombinant RAD52 DNA annealing, FRET fluorescence;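 active = every replicate showing at least 50% inhibition; inconclusive = mean inhibition at least 50% but not in every replicate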
ERAP1 HTS inh = blocks human ERAP1 aminopeptidase activity; AID 652197; recombinant ERAP1, Leu-AMC fluorescence, 60 min; inhibition, % at 10.7 µM; 340,000 tested, 0.15% active; Q9NZ08;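 active = mean replicate inhibition of at least 30%, or all replicates individually reaching that 30% level; inactive = mean below 30% and not every replicate reaching it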;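 also: 0% = neutral control wells and 100% = L-leucinethiol positive control wells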
Target sequence (Q9NZ08 whole entry, looked up): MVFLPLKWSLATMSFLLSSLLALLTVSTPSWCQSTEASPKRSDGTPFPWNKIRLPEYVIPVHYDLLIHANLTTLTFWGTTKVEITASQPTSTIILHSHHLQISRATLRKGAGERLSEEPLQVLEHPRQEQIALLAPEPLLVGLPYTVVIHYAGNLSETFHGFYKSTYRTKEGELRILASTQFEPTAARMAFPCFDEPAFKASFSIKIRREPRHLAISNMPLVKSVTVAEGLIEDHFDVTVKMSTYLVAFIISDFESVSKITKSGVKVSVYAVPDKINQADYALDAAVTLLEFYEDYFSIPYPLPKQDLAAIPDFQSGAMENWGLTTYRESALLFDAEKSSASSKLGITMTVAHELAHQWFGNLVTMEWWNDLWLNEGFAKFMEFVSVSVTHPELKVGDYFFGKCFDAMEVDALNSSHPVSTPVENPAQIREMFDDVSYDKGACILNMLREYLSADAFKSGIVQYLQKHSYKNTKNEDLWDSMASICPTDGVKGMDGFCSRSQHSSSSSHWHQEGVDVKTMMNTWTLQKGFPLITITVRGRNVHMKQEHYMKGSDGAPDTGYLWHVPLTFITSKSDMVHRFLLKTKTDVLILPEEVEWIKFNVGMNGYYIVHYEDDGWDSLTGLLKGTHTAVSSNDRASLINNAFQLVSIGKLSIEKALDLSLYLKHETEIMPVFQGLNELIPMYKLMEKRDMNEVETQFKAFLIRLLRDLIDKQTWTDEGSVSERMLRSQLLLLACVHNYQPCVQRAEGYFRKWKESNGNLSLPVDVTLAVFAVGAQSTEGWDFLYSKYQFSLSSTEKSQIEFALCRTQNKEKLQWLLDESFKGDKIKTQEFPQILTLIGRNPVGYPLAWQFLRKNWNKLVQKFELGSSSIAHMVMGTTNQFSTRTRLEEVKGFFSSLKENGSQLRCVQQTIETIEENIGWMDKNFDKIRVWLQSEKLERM
esBAF inh = inhibitors of esBAF chromatin remodeling in mouse ES cells | Bmi1-luciferase knock-in reporter, 24 h; 100% = twice the neutral-well signal | reporter increase, % at 12.5 µM | 350,000 tested, 2% active | AID 602393; in the data active = activation above about 40%; inconclusive = no clear call, values can overlap the other calls;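 also: 0% = median of the plate's neutral control wells and 100% = double that signal; a rise in the Bmi1 reporter signal indicates esBAF inhibition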
GSIS activator = GLuc luminescence reporter in INS-1E cells, primary screen for activators of glucose-dependent secretion of insulin. activation, % at 16.6 µM. AID 743287. INS-1E GLuc reporter insulin secretion, 2-3 h. 370,000 tested, 0.61% active;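 active = lowest replicate activation of at least 40%, so every replicate reaches that level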;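 also: 0% = median of neutral control wells and 100% = median of IBMX positive control wells; some compounds called inactive have numbers as strong as hits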
CFTR F508del cor = correctors of CFTR F508del function in bronchial epithelial cells; 350,000 tested, 0.36% active; activity (quench increase), % at 7.58 µM; CFBE cells, YFP halide quenching; stimulated with forskolin plus potentiator P3; % fluorescence drop versus neutral controls; AID 720511;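 active = mean added fluorescence quench of at least 8% versus neutral control, with both replicates also reaching 8%; inconclusive = only one of the mean or replicate conditions met; inactive = mean below 8% and not both replicates reaching 8%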;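 also: cells transiently co-express mutant CFTR-F508del with the halide-sensitive YFP; corrector assay measuring rescue of mutant channel to the surface after 24 h compound exposure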
RAD54 inh = inhibitors of human RAD54 branch migration; Q92698; RAD54 Holliday junction branch migration, FAM/BHQ fluorescence; AID 602329; inhibition, % at 10.4 µM; 360,000 tested, 0.14% active;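 active = mean normalized replicate activity at least 40 and at least half of replicates scoring 40 or more; inconclusive = only one of the two criteria met; inactive = mean below 40 and under half of replicates reaching 40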;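 also: 0% = median of neutral control wells and 100% = median of positive control wells; inhibitors cause a drop in the FAM fluorescence signal; in these data hits start at about 50%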
XiGFP reactiv = reactivates the inactive X chromosome in mouse fibroblasts. AID 743238. 360,000 tested, 0.055% active. XiGFP mouse fibroblasts, % GFP-positive cells imaging, 3 d; cells co-treated with 5-aza-dC sensitizer; scaled so ellipticine positive control = 100%. activation, % at 7.58 µM;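 active = mean normalized replicate activation at least 10% and every replicate at or above 10%; inconclusive = only one of the two criteria met; inactive = mean below 10% and not all replicates reach 10%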;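 also: 0% = median of on-plate neutral control wells and 100% = ellipticine 6 µM median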
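System: SV40-immortalized XiGFP fibroblast cells, line 68-5-11 / Incubation: 3-day compound exposure, then 15 min fixation at room temperature / Compound: single concentration per compound, delivered by pin transfer / Buffer or medium: DMEM plus 5-aza-dC sensitizer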
The depositor's hits bear a star; ? = inconclusive; . = not tested or not shown; & = joins results of further samples.

cpd	mol	ARNT-TACC3 inh	CFTR F508del cor	XiGFP reactiv	RAD52 anneal inh
1	O=C(COC(=O)CCc1ccc(S(=O)(=O)N2CCOCC2)cc1)NC(=O)NC1CCCCC1	12	0.0	0.0	-10
2	COc1ccc(CN2CCNC(=O)C2CC(=O)NC2Cc3ccccc3C2)c(OC)c1 (configuration not stated)	-9	2.5	0.5	-19
3	COc1ccc(NC(=O)Nc2ccc3c(c2)C(=O)N([C@H](C)CO)C[C@H](C)[C@@H](CN(C)C(=O)Nc2ccc(OC)cc2)OCCCC[C@@H](C)O3)cc1	.	0.8	0.2	6
4	COc1cc(/C=N/NC(=O)c2cccc([N+](=O)[O-])c2)ccc1OCc1ccccc1	2	-2.3	.	-4
5	C[C@H](NC(=O)C[C@@H]1CC[C@@H]2[C@H](COC[C@H](O)CN2Cc2ccc(C(F)(F)F)cc2)O1)c1ccccc1	2	3.7	0.2	10
6	CN(C)Cc1cn(CC[C@@H]2CC[C@@H](NC(=O)Nc3ccc4c(c3)OCO4)[C@H](CO)O2)nn1	.	-1.8	0.1	5
7	COc1ccc(-c2nc(CN3CCC(C(=O)NCC4CCCO4)CC3)c(C)o2)cc1OC (configuration not stated)	-6	-0.9	0.2	-4
8	O=C(O)c1cc(=O)[nH]c2ccccc12	-10	-1.4	.	-9
9	CCOC(=O)C1CCCN(C(=O)Cn2nc(C)n3nc(-c4ccccc4)cc3c2=O)C1 (configuration not stated)	3	0.6	0.1	-5
10	C/C(=C/CCC(C)(O)C1CC[C@@]2(C)[C@@H]3CC=C4[C@@H](CC[C@H](O[C@H]5O[C@@H](CO)[C@H](O)[C@@H](O)[C@@H]5O)C4(C)C)[C@]3(C)C(=O)C[C@]12C)CO[C@@H]1O[C@H](CO)[C@@H](O)[C@H](O)[C@H]1O (some centres not stated)	1	1.9	0.0	-5

cpd	esBAF inh	RAD54 inh	ERAP1 HTS inh	GSIS activator
1	.	.	-2	-10
2	1	-1	0	-11
3	-1	-13	-4	-19
4	43*	-2	1	5
5	4	1	1	-11
6	4	1	.	-7
7	.	.	-7	18
8	-2	-12	-3	8
9	2	-1	-1	2
10	5	-7	2	-4

Continued:
cpd	mol	ARNT-TACC3 inh	CFTR F508del cor	XiGFP reactiv	RAD52 anneal inh
11	C[C@@H]1CN([C@@H](C)CO)C(=O)Cc2cc(NC(=O)Cc3ccccc3)ccc2O[C@H]1CN(C)Cc1ccc(C(=O)O)cc1	-12	1.8	0.3	3
12	COc1cc(C)ccc1OC(C)C(=O)Nc1ccc(N2CCCCC2)cc1 (configuration not stated)	3	-2.1	0.0	-13
13	CCN(CC(=O)Nc1ccccc1C(F)(F)F)C(=O)c1ccc(N2CCCC2=O)cc1	5	2.4	0.3	-8
14	CC1(C(=O)NS(=O)(=O)c2ccccc2Cl)CCN1C(=O)c1cccc(F)c1 (configuration not stated)	.	-2.2	-0.1	-14
15	CCNC(=O)C[C@H]1CC[C@H]2[C@@H](COC[C@H](O)CN2C(=O)Nc2cccc(OC)c2)O1	-5	1.3	0.3	.
16	CCCNC(C)(C)COC(=O)c1ccccc1	.	-3.2	-0.2	-10
17	COc1ccc(S(=O)(=O)Nc2ccc3c(c2)C(=O)N([C@@H](C)CO)C[C@H](C)[C@@H](CN(C)C(=O)Nc2c(C)noc2C)OCCCC[C@H](C)O3)cc1	-1	0.4	0.2	-10
18	Cc1ccc(C(=O)NC(=O)CSc2ncccc2C(=O)O)cc1	-1	-0.5	0.0	-22
19	CCNC(=O)C[C@@H]1CC[C@@H]2[C@H](COC[C@H](O)CN2Cc2ccncc2)O1	13	-0.2	0.0	.
20	Cc1noc(C)c1NC(=O)N(C)C[C@H]1Oc2c(NC(=O)Cc3ccccc3)cccc2C(=O)N([C@H](C)CO)C[C@@H]1C	15	-2.6	0.1	.

cpd	esBAF inh	RAD54 inh	ERAP1 HTS inh	GSIS activator
11	-1	0	7	12
12	14	14	0	-17
13	-6	6	-1	-6
14	5	-2	-2	3
15	5	-15	.	4
16	1	1	-3	.
17	0	1	2	-14
18	.	.	-7	-4
19	1	-6	.	2
20	0	0	.	4

(continued)
cpd	mol	ARNT-TACC3 inh	CFTR F508del cor	XiGFP reactiv	RAD52 anneal inh
21	Cc1ccc(S(=O)(=O)N(C)C)cc1NC(=O)CSc1nc2ncc(Cl)cc2[nH]1	0	2.4	0.0	-10
22	CCOc1ccc(OCC)c(NC(=O)CN2CCN(CC(=O)NC(C)C)CC2)c1	-1	-1.1	0.3	0
23	C[C@H]1CN([C@@H](C)CO)C(=O)c2cc(C#CC3CC3)cnc2O[C@H]1CN(C)C	?	3.3	0.2	-4
24	COC(=O)c1sc(NC(=O)COc2cccc(C)c2)nc1C	-6	.	1.1	.
25	C[C@H]1CN([C@@H](C)CO)C(=O)c2cc(NS(=O)(=O)c3ccccc3)ccc2O[C@@H]1CN(C)CC1CC1	7	0.3	-1.0	-3
26	c1cncc(COC2CCCN(Cc3nc(-c4cccs4)no3)C2)c1 (configuration not stated)	-1	0.1	0.1	8
27	CCN(CC)CCNC(=O)c1ccc(NC(C)=O)cc1	-4&-3&38	2.0&-0.7	0.2&0.1	-10&6
28	O=C(O)c1cc(S(=O)(=O)NC23CC4CC(CC(C4)C2)C3)ccc1Cl	-22	5.3	0.0	11
29	Cc1cc(NC(=O)CS(=O)(=O)c2cn(Cc3cccc(Cl)c3)c3ccccc23)no1	.	2.4	0.2	2
30	Cc1cccn2c(=O)c3cc(C#N)c(=NC(=O)c4ccco4)n(Cc4ccco4)c3nc12	-2	1.7	0.0	-28

cpd	esBAF inh	RAD54 inh	ERAP1 HTS inh	GSIS activator
21	-8	4	-3	3
22	-1	-4	-7	-4
23	0	-5	-2	15
24	10	-3	.	0
25	1	-1	3	-1
26	.	.	-3	-7
27	1&0&1&0	-20&2&-8&0	-1&1	.
28	-1	-7	-11	2
29	23	1	.	-19
30	.	13	30	6

A second format for six compounds above.
#	canonical_smiles	ARNT-TACC3 inh	CFTR F508del cor	XiGFP reactiv	RAD52 anneal inh	esBAF inh	RAD54 inh	ERAP1 HTS inh	GSIS activator
23	C[C@H]1CN([C@@H](C)CO)C(=O)c2cc(C#CC3CC3)cnc2O[C@H]1CN(C)C	?	3.3	0.2	-4	0	-5	-2	15
24	COC(=O)c1sc(NC(=O)COc2cccc(C)c2)nc1C	-6	.	1.1	.	10	-3	.	0
25	C[C@H]1CN([C@@H](C)CO)C(=O)c2cc(NS(=O)(=O)c3ccccc3)ccc2O[C@@H]1CN(C)CC1CC1	7	0.3	-1.0	-3	1	-1	3	-1
26	c1cncc(COC2CCCN(Cc3nc(-c4cccs4)no3)C2)c1 (configuration not stated)	-1	0.1	0.1	8	.	.	-3	-7
27	CCN(CC)CCNC(=O)c1ccc(NC(C)=O)cc1	-4&-3&38	2.0&-0.7	0.2&0.1	-10&6	1&0&1&0	-20&2&-8&0	-1&1	.
28	O=C(O)c1cc(S(=O)(=O)NC23CC4CC(CC(C4)C2)C3)ccc1Cl	-22	5.3	0.0	11	-1	-7	-11	2

(further entries)
cpd	mol	ARNT-TACC3 inh	CFTR F508del cor	XiGFP reactiv	RAD52 anneal inh
31	COc1cccc(S(=O)(=O)N[C@@H]2C=C[C@@H](CC(=O)NC3Cc4ccccc4C3)O[C@H]2CO)c1	-10	3.5	-0.4	1
32	COCCN1CC(C(=O)NCc2ccccc2-n2ccnc2C)CCC1=O (configuration not stated)	-4	-1.9	0.0	-6
33	COc1ccc(-n2c(SC(C)C(=O)N3CCOCC3)nc3ccccc3c2=O)cc1 (configuration not stated)	0	2.1	0.0	-16
34	COc1ccccc1CNC(=O)C[C@@H]1CC[C@@H]2[C@H](COC[C@@H](O)CN2C(=O)Nc2ccccc2)O1	-10	2.7	0.0	-15
35	NC(=O)Nc1ccccc1C(=O)NCCc1ccccc1	-18	.	0.0	.
36	O=C(NCc1ccc(Cl)cc1)C1CCCCN1S(=O)(=O)c1ccccc1 (configuration not stated)	.	0.2	0.0	-9
37	CCN(C(=O)COC(=O)c1ccc[nH]c1=O)c1cccc2ccccc12	3	1.8	0.2	-9
38	C[C@@H]1CN([C@H](C)CO)C(=O)c2cc(NS(=O)(=O)c3ccccc3)ccc2O[C@H]1CN(C)C(=O)NC1CCCCC1	7	2.4	-0.1	5
39	C[C@H](CO)N1C[C@H](C)[C@H](CN(C)C(=O)Nc2ccccc2)Oc2ccc(NS(=O)(=O)c3ccc(F)cc3)cc2C1=O	15	-2.2	0.3	-14
40	C/C(=N\Nc1nc(N2CCOCC2)nc(N2CCOCC2)n1)c1cccc([N+](=O)[O-])c1	2	0.3	0.0	2

cpd	esBAF inh	RAD54 inh	ERAP1 HTS inh	GSIS activator
31	5	-1	-3	1
32	-6	-3	1	42
33	-9	1	0	23
34	4	9	-3	-18
35	20	13	.	17
36	-2	-5	0	-29
37	.	.	-83	.
38	-8	10	-4	23
39	-1	5	-4	-3
40	.	.	3	-10

Further records.
cpd	mol	ARNT-TACC3 inh	CFTR F508del cor	XiGFP reactiv	RAD52 anneal inh
41	N=c1c(S(=O)(=O)c2ccc(Br)cc2)cc2c(=O)n3ccccc3nc2n1Cc1ccccc1	2	-0.3	0.4	-16
42	CCn1c(SCC(=O)Nc2nncs2)nnc1-c1ccco1	4	-0.9	0.0	10
43	Cc1ccc(S(=O)(=O)N2CCOCC2)cc1NC(=O)CSc1nnc(N)s1	7	0.7	-0.1	-6
44	CCN1C(=O)c2ccccc2S(=O)(=O)c2ccc(C(=O)N3CCOCC3)cc21	-4	-0.5	0.1	13
45	CCc1csc(CNC(=O)C2CCC(=O)N(Cc3cccc(OC)c3)C2)n1 (configuration not stated)	.	1.2	-0.1	0
46	COc1ccccc1C(=O)Nc1ccnn1C1CCN(C/C=C/c2ccccc2)CC1	1	-0.8	-0.1	-27
47	S=C(Nc1ccc(Cl)cc1)N1CCN(C2CCCCC2)CC1	-5	.	.	.
48	NCC[C@@H]1CC[C@@H](NC(=O)C2CC2)[C@@H](CO)O1	.	0.3	0.1	-14
49	Cc1cccc(NC(=O)CSCC(=O)N(C)CC(=O)Nc2cccc(F)c2)c1	2	1.7	0.1	-10
50	Cc1ccc(C)c(S(=O)(=O)N2CCN(CC(=O)NC(C)c3ccccc3)CC2)c1 (configuration not stated)	-9	2.3	0.2	-18
51	O=C(CSc1ccccc1)N1CCC(N2CCC(C(=O)N3CCCC3)CC2)CC1	1	4.5	0.1	-55
52	CCN(CC)S(=O)(=O)c1cccc(C(=O)N/N=C(\C)c2ccc(O)cc2O)c1	16	0.1	0.2	-16
53	COC(=O)C(NS(=O)(=O)c1ccc(NC(C)=O)cc1)C(C)C (configuration not stated)	0	-1.1	.	-9

cpd	esBAF inh	RAD54 inh	ERAP1 HTS inh	GSIS activator
41	-5	-10	0	15
42	-2	-11	-1	5
43	-1	4	1	8
44	-5	-9	-4	12
45	-1	6	-2	25
46	-5	0	-1	2
47	-5	-12	.	5
48	.	.	0	0
49	-1	-8	-7	-10
50	1	-7	0	-10
51	.	.	1	4
52	-18	.	-5	-1
53	-7	-15	0	18

Compound activity from PubChem BioAssay.
